MITF inh = MITF inhibitors, primary screen, biochemical, AlphaScreen, human; Microphthalmia-associated transcription factor (Homo sapiens), O75030; AlphaScreen MITF homodimerization, bead proximity signal; inhibition, % at 2.6 µM; 650,000 tested, 0.91% active; AID 1259374, 2018; in the data active means inhibition above about 50%;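 further: 0% = vehicle wells with protein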
Target sequence (O75030 whole entry, looked up): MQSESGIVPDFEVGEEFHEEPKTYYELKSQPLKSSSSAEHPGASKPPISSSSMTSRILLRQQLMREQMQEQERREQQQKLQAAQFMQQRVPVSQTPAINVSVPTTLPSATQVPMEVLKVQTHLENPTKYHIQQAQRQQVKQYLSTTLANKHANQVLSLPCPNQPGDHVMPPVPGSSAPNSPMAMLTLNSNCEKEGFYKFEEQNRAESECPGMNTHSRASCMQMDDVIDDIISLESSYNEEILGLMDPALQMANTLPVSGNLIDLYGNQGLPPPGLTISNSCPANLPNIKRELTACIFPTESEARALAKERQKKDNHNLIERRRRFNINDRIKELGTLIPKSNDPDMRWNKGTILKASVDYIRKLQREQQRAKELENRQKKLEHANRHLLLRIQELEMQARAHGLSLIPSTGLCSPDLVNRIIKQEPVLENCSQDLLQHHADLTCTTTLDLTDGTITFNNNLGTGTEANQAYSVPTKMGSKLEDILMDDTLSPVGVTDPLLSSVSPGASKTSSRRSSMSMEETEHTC
FBW7 activator = FBW7 E3 ligase activators, primary screen, biochemical, AlphaScreen, human | 650,000 tested, 0.13% active | F-box/WD repeat-containing protein 7 (Homo sapiens), Q969H0 | AlphaScreen FBW7–phospho-cyclin E peptide binding, activator screen | normalized activity (activation), % at 26.1 µM; in the data active means normalized activity above about 1.9%;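 further: purified mutant Fbw7 with reduced substrate affinity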
GPR151 ag = activators of human GPR151, primary screen, cell-based, PathHunter beta-arrestin, luminescence; activation, % at 11.2 µM; AID 1508602, 2020; PathHunter beta-arrestin GPR151 cells; 650,000 tested, 1% active; in the data active means activation above about 4.9%;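 further: 0% = median of compound wells and 100% = cells with positive control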
Target sequence (Q8TDV0 whole entry, looked up): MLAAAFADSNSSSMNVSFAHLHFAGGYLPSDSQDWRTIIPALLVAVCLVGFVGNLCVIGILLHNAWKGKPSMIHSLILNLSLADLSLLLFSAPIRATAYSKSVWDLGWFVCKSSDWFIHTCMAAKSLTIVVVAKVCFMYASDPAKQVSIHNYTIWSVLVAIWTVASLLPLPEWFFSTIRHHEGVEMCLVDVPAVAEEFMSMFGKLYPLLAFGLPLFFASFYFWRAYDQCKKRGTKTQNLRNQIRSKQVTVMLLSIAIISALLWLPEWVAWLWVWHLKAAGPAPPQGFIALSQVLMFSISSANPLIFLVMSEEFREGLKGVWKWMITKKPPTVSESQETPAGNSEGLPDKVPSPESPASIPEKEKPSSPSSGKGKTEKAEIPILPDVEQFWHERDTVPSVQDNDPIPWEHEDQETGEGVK
TEAD-YAP block = TEAD-YAP interaction inhibition, primary screen, TEAD-YAP interaction inhibitor project, luminescence, HEK-TIYL cells; TEAD-Gal4/YAP UAS-luciferase luminescence; inhibition, % at 9.12 µM; 640,000 tested, 1.4% active; AID 1259422, 2018; in the data active means inhibition above about 32%;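 further: 0% = median of test compound wells and 100% = reference inhibitor wells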
* hit, by the source's call; x = not tested or not shown.

SMILES	MITF inh	FBW7 activator	GPR151 ag	TEAD-YAP block
CCCCC/C=C/C=C1/C=CC(=O)[C@@H]1C/C=C\CCCC(=O)O	26.1	x	1.1	x
O=C(Nc1ccccc1NC(=O)C1CCC1)c1ccccc1F	20.0	1.1	1.7	-10.5
Cc1ccc2nc(/C(C#N)=C/c3ccc(N4CCOCC4)cc3)[nH]c2c1	5.8	0.0	-1.2	-9.0
CC(=O)Nc1ccc(OCC(O)C[n+]2ccc(C)cc2)cc1 (stereo not given)	8.3	-0.1	-0.6	2.6
Cc1nnc(NC(=O)/C=C/c2ccccc2)s1	19.9	0.0	1.6	4.2
CCC(C(=O)Nc1ccc(OC)cc1)n1c(C)c2cnn(-c3ccccc3)c(=O)c2c1C (stereo not given)	-5.8	-0.3	1.0	-5.6
COc1ccccc1C(=O)NCc1nnc(SCC(=O)N2N=C(c3ccc(Br)cc3)CC2c2ccc(C)cc2)n1C (stereo not given)	21.4	0.0	1.8	14.4
CCCOc1ccc2oc(=O)c3c(c2c1)CCCN3C(=O)CN1CCC(C)CC1	10.9	-0.2	1.7	10.7
CCOC(=O)c1cc(NC(=O)Nc2ccccc2C)c(C)nc1C	-3.4	-0.2	1.0	4.3
COc1cccc(NS(=O)(=O)c2ccc(-n3cccn3)cc2)c1	6.9	-0.1	-0.3	8.2
Cc1ccc(OCC(=O)NNC(=O)C(C)Oc2ccccc2)c(Br)c1 (stereo not given)	18.3	0.1	0.5	5.6
CCOC(=O)CC(=O)CSc1nc2cc(C(=O)OC)ccc2c(=O)n1CCc1ccc(S(N)(=O)=O)cc1	2.4	0.0	0.0	6.0
COc1cc(-c2cnc3[nH]c(=O)n(Cc4ccncc4)c3n2)cc(OC)c1OC	8.0	-0.5	0.8	-3.2
O=[N+]([O-])c1cccc(N=Cc2ccc[nH]2)c1	-10.8	0.1	-0.3	-2.3
O=C(Nc1cccc(F)c1)C(=O)c1c[nH]c2ccccc12	8.7	0.0	-3.9	-46.5
C#CCN1C(=O)C(=O)c2cccc(C)c21	6.5	0.0	1.0	4.6
CCOc1nc(-c2ccccc2)ccc1-c1noc(-c2cccnc2)n1	17.2	0.8	-0.6	-5.7
CC(=O)C1=C(c2ccc(Br)cc2)N(C(C)=O)n2cnnc2S1	-6.5	-0.1	1.4	16.2
CCN(CC)CCNC(=S)NC(=O)c1ccc(F)cc1	-2.8	-0.1	0.3	9.8
Cc1cc([N+](=O)[O-])c(N2CCN(S(=O)(=O)c3ccc4ccccc4c3)CC2)cc1N	-2.5	0.1	0.0	-5.4
COc1cccc(C(=O)Nc2cc(-c3nc4ccccc4[nH]3)ccc2C)c1	-12.4	-0.1	-0.2	-60.8
C=CCSc1nc2c(c(=O)[nH]1)C(c1cccnc1)C1=C(CCCC1=O)N2 (stereo not given)	6.8	0.0	-0.1	2.9
CCOC(=O)C(C(=O)N1CCCc2ccccc21)C1CCCCC1 (stereo not given)	6.7	0.0	-1.2	-1.5
Cc1ccc(C(=O)OCc2ccc([N+](=O)[O-])cc2)cc1	11.7	0.4	-1.0	-6.3
COc1ccccc1NC(=O)c1cc(S(=O)(=O)N2CCN(c3cccc(C)c3)C(C)C2)ccc1F (stereo not given)	19.6	0.8	-1.2	3.8

Continued.
SMILES	MITF inh	FBW7 activator	GPR151 ag	TEAD-YAP block
CCOC(=O)C1=C(C)NC2=C(C(=O)CC(c3ccc(Cl)cc3)C2)C1c1ccc(OC)cc1OC (stereo not given)	-1.5	0.2	1.9	4.4
COC(=O)c1ccccc1NC(=O)C1CCC(C(=O)Nc2ccccc2C(=O)OC)CC1 (stereo not given)	-29.5	-0.1	0.8	1.9
Cc1cc(C(=O)NCC(c2ccco2)N(C)C)no1 (stereo not given)	3.7	0.1	-0.2	0.8
CC(C)N(C(=O)c1ccc(C(=O)Nc2ccccn2)cc1)C(C)C	12.3	0.2	-1.3	-28.7
COc1ccc(CCNC(=O)c2cnc(NCCCN3CCCC3=O)s2)cc1	-0.8	0.1	-0.8	10.1
COc1cccc(/C=C/C(=O)OCc2cccc([N+](=O)[O-])c2)c1OC	13.4	0.1	-1.6	-3.4
CC1(C)[C@H]2CC=C(CN3CCC(C4(Cc5ccccc5F)NC(=O)NC4=O)CC3)[C@@H]1C2 (stereo not given in full)	-13.4	0.0	0.9	3.5
CCOC(=O)c1sc(NC(=O)c2cc(Cl)ccc2[N+](=O)[O-])c(C(=O)OCC)c1C	-2.2	-0.1	-0.3	6.5
COc1cccc(NC(=O)c2ccc(-c3cccc(OC)c3)nc2N(C)C)c1	17.1	0.3	-1.8	-5.7
CC(=O)c1c(N2CCCC2)[nH]c(-c2ccccc2)nc1=S	1.4	-0.1	0.8	1.2
CC(C)(C)c1ccc(-c2csc(NC(=O)c3ccc(S(=O)(=O)N4CCCCC4)cc3)n2)cc1	0.7	0.0	-0.6	-3.4
CCOC(=O)c1cn2ncnc(Cc3cc(C(=O)NC4CC4)ccc3C)c2c1C	-2.9	-0.1	-0.6	2.3
COc1cc(CN2CCN(CCC(C)C)C(CCO)C2)cc(OC)c1O (stereo not given)	11.9	-0.1	-0.2	4.6
Cc1nn(C)c(C)c1-c1nc(NCCN2CCOCC2)c2ncn(C3CCCCC3)c2n1	16.4	0.0	-0.7	-1.2
O=C1NCCN(Cc2ccc(F)c(F)c2)C1CC(=O)N1CCCC1 (stereo not given)	7.6	0.1	-0.4	-3.9
CC(C)CCNC(=S)Nc1ccccn1	5.4	0.1	0.6	0.7
CCOC(=O)C1=C(CC)OC(N)=C(C#N)C1c1ccc2ccccc2c1 (stereo not given)	4.0	0.1	-1.4	1.4
O=C(CSC(=O)c1ccccc1)Nc1ccc(Cl)cn1	5.9	0.2	0.7	-8.3
O=C(NCc1ccccc1)C(c1cccnc1)N(C(=O)c1csnn1)c1ccccc1 (stereo not given)	-5.8	0.0	0.6	-1.0
O=C(OCc1csc(-c2ccccc2)n1)C12CC3CC(CC(O)(C3)C1)C2	4.0	0.0	-0.6	6.3
CCCCNS(=O)(=O)c1ccc2nc(SCC(=O)N3CCc4ccccc43)[nH]c2c1	-13.1	0.1	3.7	19.8
CCCC(=O)NC(=S)Nc1ccc(C(=O)OCC)cc1	13.0	0.2	-0.9	-13.0
O=C(CNc1cccc2ccccc12)N/N=C/c1ccncc1	5.7	0.1	1.6	0.4
COC(=O)CCCNC(=O)CC1C(=O)NCCN1Cc1ccc2ccccc2c1 (stereo not given)	3.9	0.1	-0.3	8.7
CC1CCN(S(=O)(=O)c2ccc3[nH]cc(C(=O)N(Cc4ccco4)CC4CCCO4)c(=O)c3c2)CC1 (stereo not given)	4.5	0.0	0.5	9.7

Later entries.
SMILES	MITF inh	FBW7 activator	GPR151 ag	TEAD-YAP block
CC(=O)N(NC(=O)c1ccccc1Cl)C1CC(=O)N(c2ccc(C)cc2)C1=O (stereo not given)	16.5	0.3	2.3	9.8
Fc1ccc(-n2ncc3c(Nc4ccccc4)ncnc32)cc1	-7.4	-0.1	1.9	-60.2
Cc1cc2oc(=O)cc(CSc3nc(N)cc(N)n3)c2cc1C(C)C	-6.7	0.0	-1.7	-1.2
COC(=O)C1=C(C)N(C)C(C)=C(C(=O)OC)C1c1ccc(C)cc1	14.5	0.3	-0.5	-17.0
CCc1ccc(NC(=O)N2CCOc3ccc(C)cc32)cc1	12.1	-0.1	0.5	-1.8
O=C1OC(c2ccccc2)=N/C1=C\c1cccc([N+](=O)[O-])c1	16.7	0.0	1.0	2.1
CC(=O)N1CCc2cc(S(=O)(=O)N(CC(=O)O)c3ccc(C)cc3)ccc21	-12.0	0.2	0.3	-16.9
CC(C)CCOc1cccc(C(=O)Nc2ccc3oc(-c4ccccc4Br)nc3c2)c1	-12.3	0.1	-0.7	-0.6
CCOc1cc(/C=C2\C(=O)N(c3ccc(S(N)(=O)=O)cc3)N=C2C)cc([N+](=O)[O-])c1O	15.0	-0.2	0.1	-6.6
O=C(COc1ccccc1)NCc1n[nH]c(=S)n1-c1cccc(C(F)(F)F)c1	-5.8	-0.3	-0.2	-10.0
N#Cc1c2c(c(NCC3CCCO3)n3c1nc1ccccc13)CCCC2 (stereo not given)	-7.6	0.0	0.0	4.8
COc1cc(Nc2nc(N3CCCC3CO)nc3nc[nH]c23)cc(OC)c1OC (stereo not given)	16.9	0.1	0.7	7.6
CC(=O)N1CC(c2ccc(OC(C)C)cc2)CC1=O (stereo not given)	16.4	0.5	1.5	-6.8
c1ccc(-c2csc(Nc3cccc4ccccc34)n2)cc1	12.4	0.1	-1.0	-5.8
CC1=C(C(=O)OCc2ccccc2)C(c2cccc(O)c2)C2=C(CCCC2=O)N1 (stereo not given)	-1.2	0.0	0.6	13.6
Cc1ccccc1OCC(=O)N/N=C/c1cccc2cccnc12	33.0	-0.1	-0.3	2.4
CC(C)N(Cc1cccc(F)c1)C(=O)Nc1ccc(-c2cn[nH]c2)cc1	6.1	0.2	-0.6	-10.9
COc1ccc(C(=O)NCC2(c3ccccc3)CCOCC2)cc1	2.2	0.0	1.2	-14.4
Cc1nc2ccc(S(=O)(=O)N(C)CC(=O)N3CCOCC3)cc2s1	4.2	0.1	0.3	9.4
CCC(OC(=O)C(CCSC)NC(C)=O)C(=O)Nc1sc2c(c1C#N)CCCC2 (stereo not given)	-3.8	-0.1	-0.6	-14.4
COc1ccc(-c2noc(N3CCCC(C(=O)N4CCCC4)C3)n2)cc1 (stereo not given)	0.0	-0.2	1.4	1.6
CSc1nc(SC)c2c3c(sc2n1)CCCC3	-0.3	0.1	-0.8	-2.1
COCCOC(=O)C1=C(C)NC2=C(C(=O)CCC2)C1c1ccc(OCc2ccccc2)c(OC)c1 (stereo not given)	-15.7	-0.2	-0.7	-6.2
O=C(Cn1c(=O)c2sccc2n(Cc2ccc([N+](=O)[O-])cc2)c1=O)NCc1ccco1	-0.6	0.0	-0.9	0.9
CCOC(=O)c1cnc2ccccc2c1Nc1ccccc1OCC	17.0	0.8	-1.1	-1.9

Further records follow:
SMILES	MITF inh	FBW7 activator	GPR151 ag	TEAD-YAP block
CN(C(=O)c1cc(COc2c(F)cccc2F)on1)C(C1CC1)C1CC1	9.7	0.1	-1.1	3.2
COc1ccccc1Cn1c(SCC#N)nc2ccc(Br)cc2c1=O	8.2	0.9	-1.2	-12.2
O=C(O)C1CS/C(=C\c2ccc(Br)cc2)N1 (stereo not given)	2.5	-0.1	1.6	1.5
Cc1cc(C)cc(C(=O)N2CCN=C2SCc2cccnc2)c1	43.6	-0.2	-0.3	-9.7
C=C(C)C1Cc2n[nH]c(C)c2C1 (stereo not given)	2.1	0.6	0.5	-4.4
COc1cccc(CN2CCNC(=O)C2CC(=O)NCCn2ccnc2C)c1 (stereo not given)	-3.1	0.1	0.9	-20.8
O=C(CSc1nc2ccccc2c2nc(CCc3c[nH]c4ccccc34)nn12)c1ccc(Cl)c(Cl)c1	6.5	-0.1	-0.7	-4.3
c1coc(CNCc2c[nH]c3ccccc23)c1	-0.5	0.4	-0.8	-1.4
O=C(NC(=O)C1CCNCC1)c1ccc(N2CCCC2=O)cc1	-8.3	0.2	0.9	-1.6
O=S(=O)(c1cccc2nonc12)N1CCN(Cc2ccc3c(c2)OCO3)CC1	-5.0	0.0	0.0	-4.6
O=C(Cn1nc(-c2ccc(F)cc2)ccc1=O)NCC1OCCc2ccccc21 (stereo not given)	-4.0	-0.1	0.0	-5.2
COc1ccc(COC(=O)C2=C(C)NC3=C(C(=O)CCC3)C2c2cc(OC)c(OC)cc2OC)cc1 (stereo not given)	-15.2	0.0	-1.3	1.8
Cc1ccc(S(=O)(=O)N2CCOCC2)cc1NC(=O)COC(=O)c1cc[n+]([O-])cc1	4.9	0.0	-0.9	12.0
Cc1ccc(CCNC(=O)C23C[C@H]4C[C@@H](C2)CC(n2nnc(C)n2)(C4)C3)cc1	-5.9	-0.1	-0.3	4.4
COc1ccccc1NC(=O)c1ccc(NC(=O)C2(c3ccccc3)CCOCC2)cc1	-3.7	0.0	1.4	-12.9

Of the compounds above, these have fluorine.
SMILES	MITF inh	FBW7 activator	GPR151 ag	TEAD-YAP block
O=C(Nc1ccccc1NC(=O)C1CCC1)c1ccccc1F	20.0	1.1	1.7	-10.5
O=C(Nc1cccc(F)c1)C(=O)c1c[nH]c2ccccc12	8.7	0.0	-3.9	-46.5
CCN(CC)CCNC(=S)NC(=O)c1ccc(F)cc1	-2.8	-0.1	0.3	9.8
COc1ccccc1NC(=O)c1cc(S(=O)(=O)N2CCN(c3cccc(C)c3)C(C)C2)ccc1F (stereo not given)	19.6	0.8	-1.2	3.8
CC1(C)[C@H]2CC=C(CN3CCC(C4(Cc5ccccc5F)NC(=O)NC4=O)CC3)[C@@H]1C2 (stereo not given in full)	-13.4	0.0	0.9	3.5
O=C1NCCN(Cc2ccc(F)c(F)c2)C1CC(=O)N1CCCC1 (stereo not given)	7.6	0.1	-0.4	-3.9
Fc1ccc(-n2ncc3c(Nc4ccccc4)ncnc32)cc1	-7.4	-0.1	1.9	-60.2
O=C(COc1ccccc1)NCc1n[nH]c(=S)n1-c1cccc(C(F)(F)F)c1	-5.8	-0.3	-0.2	-10.0
CC(C)N(Cc1cccc(F)c1)C(=O)Nc1ccc(-c2cn[nH]c2)cc1	6.1	0.2	-0.6	-10.9
CN(C(=O)c1cc(COc2c(F)cccc2F)on1)C(C1CC1)C1CC1	9.7	0.1	-1.1	3.2
O=C(Cn1nc(-c2ccc(F)cc2)ccc1=O)NCC1OCCc2ccccc21 (stereo not given)	-4.0	-0.1	0.0	-5.2

Compound activity as filed in PubChem BioAssay.

An unsorted share of the library. Share with any hit: about 3.4%.
